Screening results from PubChem.
M. tuberculosis HTS = M. tuberculosis growth inhibition, HTS (AID 449762) | M. tuberculosis H37Rv growth inhibition, 7H9 media; higher % means a stronger effect | one-dose inhibition, % at 25 µM; IC50 in µM for titrated hits | hit rate 0.59% among 330,000; in the data active means a potency from the dose series; inconclusive means inhibition above about 70% without an active follow-up result;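 further: bacterial growth assessed after seven days of incubation; strong numbers were not always called active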
M. tuberculosis = growth inhibition of non-replicating M. tuberculosis (AID 488890). one-dose inhibition, % at 25 µM; IC50 in µM for titrated hits. Mycobacterium tuberculosis non-replicating, growth inhibition; higher % means a stronger effect. hit rate 0.39% among 320,000; in the data active means a potency from the dose series; inconclusive means inhibition mostly from about 82% at the one dose, without a potency; inactive means the rest, 99 in 100 with inhibition below about 76%;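 further: plate controls were DMSO cells for no effect and high antibiotic wells for full effect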
influenza NS1A = H1N1 influenza NS1A inhibitors, functional cell based assay (AID 504329) | NS1A functional cell-based assay, percent inhibition; higher % means a stronger effect | inhibition, % at 12.5 µM; hits with a dose series show IC50 in µM | hit rate 0.3% among 340,000; in the data active means a potency from the dose series; inconclusive means inhibition above about 27% without an active follow-up result; further: strong numbers were not always called active
PhoP GFP inhibition = PhoP regulon inhibitors, Salmonella typhi PhoP promoter GFP reporter, confirmatory (AID 1850). Salmonella Typhi PhoP-promoter GFP reporter, fluorescence, 4 h; higher % means a stronger effect. inhibition, % at 50 µM; hits with a dose series show IC50 in µM. hit rate 0.33% among 310,000; in the data active means a potency from the dose series; inconclusive means inhibition mostly from about 25% at the one dose, without a potency; inactive means the rest, 99 in 100 with inhibition below about 19%;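 further: 0% = induced wells with vehicle and 100% = uninduced wells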
inhibitors of VEEV = inhibitors of VEEV TC-83 cytopathic effect, confirmation, Vero cells (AID 588727). hit rate 0.13% among 350,000. inhibition, % at 20 µM, or IC50 in µM where a hit was titrated. Vero cells, VEEV TC-83 cytopathic effect inhibition; higher % means a stronger effect; in the data active means a potency from the dose series; inconclusive means inhibition mostly from about 14% at the one dose, without a potency; inactive means the rest, 99 in 100 with inhibition below about 12%; further: strong numbers were not always called active
inhibitors of VEEV 10K pilot screen = second read-out of inhibitors of VEEV, no call of its own (marks repeat the call); inhibition, %; measured here: 10K pilot screen inhibition
* hit, by the source's call; i = inactive; ? = inconclusive; . = not tested or not shown; & = joins results of further samples.

SMILES | M. tuberculosis HTS | M. tuberculosis | influenza NS1A | PhoP GFP inhibition | inhibitors of VEEV | others
COc1ccc(OC)c(C2CC(=O)N3CN(c4ccccc4)CSC3=C2C#N)c1 (stereo not drawn) | 1% | 39% | 4% | 18% | 1.7%
COc1ccccc1CN1CC(C(=O)N2CCCCO2)CCC1=O (stereo not drawn) | 5% | 8% | -1% | 6% | 1.7%
COc1ccc(NC(=O)c2ccc(CN3CCN(c4ccccc4)CC3)cc2)cc1OC | -2% | -5% | 5% | -1% | 10%
CCN(CC)CCCNC(=O)c1cn(CCOC)c(=O)c2c1c1ccccc1n2C | 1% | 34% | -3% | 4% | 0.5%
O=C(CCNC(=O)C1CCN(S(=O)(=O)c2ccc(F)cc2)CC1)NCc1ccc(Cl)cc1 | -1% | -1% | -5% | -4% | 1.0%
Clc1ccc(CCNCc2ccncc2)c(Cl)c1 | 8% | 7% | -1% | 16% | 0.7%
Cn1c(-c2ccc(Br)cc2)cnc1NCc1ccc(C#N)cc1 | 54% | 74% | 23% | 7% | 1.0%
COCCn1cnc2c1c(=O)n(CC(=O)O)c(=O)n2Cc1ccccc1 | 4% | -13% | -16% | -2% | 2.1%
CCCCCCn1c(O)c(C(C)=NC)c(=O)[nH]c1=O | 0% | 25% | 1% | 13% | 4.2%
Nc1nc(N)nc(-c2cccc(Cl)c2Cl)n1 | 2% | 13% | 3% | -6% | 0.8%
Nc1nonc1-n1nnc(C(=O)N/N=C/c2cccc(Cl)c2)c1CSc1ccc(Cl)cc1 | -5% | 13% | 4% | -3% | 0.2%
CCC(C)[C@H]1CN=C(N)N1CCCc1cc(OC)c(OC)c(OC)c1 (stereo partly drawn) | -7% | 13% | 8% | -15% | i
C/C(N)=C(/C#N)C(=O)CSc1nnc(-c2ccc(OC(F)F)cc2)o1 | 1% | 3% | -2%&-4% | -5% | 91%
COc1ccc(C(=O)N[C@H](C(=O)NCCCSc2ccccc2)C(C)C)cc1 | -2% | -3% | 4% | . | 1.5%
COc1ccc(NC2CC(=O)N(c3cc([N+](=O)[O-])ccc3C)C2=O)cc1 (stereo not drawn) | 65% | -1% | -4% | -12% | i
COc1ccc(NC(=O)CN(C)S(=O)(=O)c2cnc[nH]2)cc1OC | 3% | 2% | -5% | 8% | 1.4%
O=C(Nc1nccs1)c1cccc(NC(=O)C2CC2)c1 | -6% | 15% | -4% | -9% | 0.1%
Cc1ccc2cc(CCNC(=O)CCCc3ccccc3)c(=O)[nH]c2c1 | 4% | 1% | -10% | 3% | 5.0%
COc1ccc(NC(=O)CCS(=O)(=O)c2ccc3c(c2)NC(=O)C(C)S3)cc1OC (stereo not drawn) | 0% | 8% | 9% | -3% | 3.1%
CC(=O)NC(CC(=O)NNC(=O)c1cc2ccccc2cc1O)c1ccccc1 (stereo not drawn) | 3% | -4% | -2% | -8% | 7.6%
Cc1cccc(C)c1OCCOC(=O)c1n[nH]c2ccccc12 | 0% | 43% | -4% | -2% | 8.1%
CC1CCC(=O)N(CCC#N)CC1 (stereo not drawn) | -6% | -2% | 8% | 2% | 0.2% | inhibitors of VEEV 10K pilot screen=0.4
CCN(C(=O)c1cn(CC)c(=O)c2cc(OC)c(OC)cc12)c1ccccc1C | 2% | -10% | 6% | 18% | 6.8%
O=[N+]([O-])c1cc(S(=O)(=O)N2CCCC2)ccc1NN=C1CCCC1 | 13% | 8% | 2% | -4% | 1.0%
CCNC(=S)N1CCN(c2ccccc2OCC)CC1 | 1% | -3% | 1% | -12% | 1.2%

Structures listed so far that have an aryl methoxy group:
SMILES | M. tuberculosis HTS | M. tuberculosis | influenza NS1A | PhoP GFP inhibition | inhibitors of VEEV | others
COc1ccc(OC)c(C2CC(=O)N3CN(c4ccccc4)CSC3=C2C#N)c1 (stereo not drawn) | 1% | 39% | 4% | 18% | 1.7%
COc1ccccc1CN1CC(C(=O)N2CCCCO2)CCC1=O (stereo not drawn) | 5% | 8% | -1% | 6% | 1.7%
COc1ccc(NC(=O)c2ccc(CN3CCN(c4ccccc4)CC3)cc2)cc1OC | -2% | -5% | 5% | -1% | 10%
CCC(C)[C@H]1CN=C(N)N1CCCc1cc(OC)c(OC)c(OC)c1 (stereo partly drawn) | -7% | 13% | 8% | -15% | i
COc1ccc(C(=O)N[C@H](C(=O)NCCCSc2ccccc2)C(C)C)cc1 | -2% | -3% | 4% | . | 1.5%
COc1ccc(NC2CC(=O)N(c3cc([N+](=O)[O-])ccc3C)C2=O)cc1 (stereo not drawn) | 65% | -1% | -4% | -12% | i
COc1ccc(NC(=O)CN(C)S(=O)(=O)c2cnc[nH]2)cc1OC | 3% | 2% | -5% | 8% | 1.4%
COc1ccc(NC(=O)CCS(=O)(=O)c2ccc3c(c2)NC(=O)C(C)S3)cc1OC (stereo not drawn) | 0% | 8% | 9% | -3% | 3.1%
CCN(C(=O)c1cn(CC)c(=O)c2cc(OC)c(OC)cc12)c1ccccc1C | 2% | -10% | 6% | 18% | 6.8%

The list continues.
SMILES | M. tuberculosis HTS | M. tuberculosis | influenza NS1A | PhoP GFP inhibition | inhibitors of VEEV | others
COc1ccc(N(CC(=O)Nc2nccs2)S(=O)(=O)c2c(C)[nH]c(=O)[nH]c2=O)cc1 | -7% | 1% | -11% | -4% | 0.3%
Cc1ccc(NC(=O)Cn2c(CCC(=O)O)ccc2-c2ccc(Cl)cc2)cc1 | 9% | -4% | 0% | -3% | 0.4%
COc1ccc(C2CC(=O)N(C)c3ccccc3S2)cc1 (stereo not drawn) | 8% | 12% | 13% | 0% | 5.2%
Cc1ccc(-c2nnn(CC(=O)N(c3ccccc3)C(C(=O)NCC3CCCO3)c3cccs3)n2)o1 (stereo not drawn) | 2% | -3% | 0% | 0% | 1.9%
CC(=NNC(=S)N1CC2CCC(CC2)C1)c1nccs1 | . | . | 13µM* | . | ?
Cc1ccc(NC(=O)c2ccc3c(SCC(=O)O)c4c(nc3c2)CCCC4)c(Br)c1 | -4% | 17% | 5% | 8% | 1.6%
CN1/C(=C\C(=S)NC(=O)c2ccc([N+](=O)[O-])cc2)C(C)(C)c2ccccc21 | 6% | -10% | -12% | -4% | 0.2%
Cc1[nH][nH]c(=O)c1C(c1ccc(-c2ccc(Cl)cc2)o1)c1c(C)[nH][nH]c1=O | ? | ? | 9% | 8% | 3.5%
CCN(Cc1ccccc1)S(=O)(=O)c1ccc(S(=O)(=O)N(Cc2ccccn2)Cc2ccco2)cc1 | 4% | 17% | 0% | -11% | 4.1%
CC(=O)c1sc(N/N=C/c2cccc([N+](=O)[O-])c2)nc1C | 2% | 4% | 3% | -5% | i
COc1ccc(-n2c(C)cc(C(=O)CN3C(=O)c4ccccc4C3=O)c2C)cc1 | 5% | -8% | -7% | -4% | 5.1%
CCN1C(=O)C(O)(CC(=O)c2cc(C)ccc2C)c2ccccc21 (stereo not drawn) | 1% | 0% | 7% | -8% | i
COc1ccc(C(=O)NCC(=O)N2CCN(c3ccc(F)cc3)CC2)cc1 | 18% | 2% | -7% | 2% | 0.8%
CCC(Sc1nc(C)cc(=O)[nH]1)C(=O)Nc1ccc(Cl)cn1 (stereo not drawn) | -1% | . | -8% | -6% | 1.8%
O=S(=O)(c1ccc(Cl)c(C(F)(F)F)c1)N1CCN(c2ccccn2)CC1 | 1% | -2% | -23% | 1% | 0.5%
O=C(NCCc1ccccc1)C1CCN(c2nc3ccccc3o2)CC1 | -4% | 8% | 7% | -13% | i
COc1ccc(CCN2CN(S(=O)(=O)c3ccc(C)cc3)c3nc4ccccc4nc32)cc1OC | -5% | 25% | 0% | 13% | 0.7%
O=C(CN1C(=O)C2C3C=CC(C3)C2C1=O)OCC(=O)c1ccc([N+](=O)[O-])cc1 (stereo not drawn) | 1% | 19% | -16% | -14% | i
O=C(Nc1ccc2c(c1)OCO2)c1ccc(CN2CCOCC2)cc1 | -2% | 5% | 2% | 2% | 3.1%
COc1ccc(OC)c(N(CC(=O)N2CCOCC2)S(C)(=O)=O)c1 | -1% | 8% | -21% | -7% | 0.3%
CCOC(=O)C(CC(=O)O)=C(c1ccccc1)c1ccccc1 | -3% | 6% | -21% | -2% | 1.0%
COc1cc(C2c3cc4c(cc3OC(NCCc3ccccc3)C2C)OCO4)cc(OC)c1OC (stereo not drawn) | . | . | 6% | . | 8.9%
O=C(CN1CCOCCOCCN(CC(=O)Nc2ccccc2)CCOCC1)Nc1ccccc1 | -7% | 12% | -7% | -5% | 1.8%
O=C(c1ccc(S(=O)(=O)NCc2ccco2)cc1)N1CCN(Cc2ccc3c(c2)OCO3)CC1 | -3% | 3% | 3% | -2% | 0.0%
O=C(O)/C=C/C(=O)Nc1ccc(NC(=O)c2ccccc2)c(Cl)c1 | -1% | -15% | -7% | 5% | i

Part of the list above in order of count of non-hydrogen atoms, rising.
SMILES | M. tuberculosis HTS | M. tuberculosis | influenza NS1A | PhoP GFP inhibition | inhibitors of VEEV | others
Nc1nc(N)nc(-c2cccc(Cl)c2Cl)n1 | 2% | 13% | 3% | -6% | 0.8%
O=C(Nc1nccs1)c1cccc(NC(=O)C2CC2)c1 | -6% | 15% | -4% | -9% | 0.1%
Cc1cccc(C)c1OCCOC(=O)c1n[nH]c2ccccc12 | 0% | 43% | -4% | -2% | 8.1%
CCN1C(=O)C(O)(CC(=O)c2cc(C)ccc2C)c2ccccc21 (stereo not drawn) | 1% | 0% | 7% | -8% | i

Next part:
SMILES | M. tuberculosis HTS | M. tuberculosis | influenza NS1A | PhoP GFP inhibition | inhibitors of VEEV | others
Cc1cc(Cl)ccc1OC(C)C(=O)NCCc1ccc2c(c1)OCCO2 (stereo not drawn) | -2% | -3% | -12% | -4% | 0.7% | inhibitors of VEEV 10K pilot screen=0.1
COc1ccc(NP(=O)(Nc2ccc(OC)cc2)Oc2ccccc2)cc1 | 10% | 26% | -5% | 1% | 0.2%
C=CCN(c1ccccc1)S(=O)(=O)c1ccc(Cl)c(C(=O)OCC(=O)N(C)C2CCS(=O)(=O)C2)c1 (stereo not drawn) | -5% | -3% | 2% | 7% | 1.6%
CCOC(=O)N1CCN(C(=O)CN(Cc2ccc(Cl)cc2)S(=O)(=O)c2ccccc2)CC1 | 8% | 12% | -4% | 1% | i
Cc1nc2c3c4c(sc3n3c(SCC(=O)NCc5ccco5)nnc3n2n1)COC(C)(C)C4 | . | . | -1% | . | 4.7%
Cc1ccccc1OCC(=O)OCn1nnc2ccccc2c1=O | 4% | -5% | 14% | 22% | 0.4%
O=C(COc1ccccc1)Nc1nc2ccccc2[nH]1 | 9% | 76% | 5% | 4% | 9.4%
Cc1ccc(NS(=O)(=O)c2ccc(-n3cccn3)cc2)cc1F | 1% | -13% | -1% | 9% | 3.2%
Cc1ccc(SCC(=O)N(C)CC(=O)Nc2cccc(F)c2)cc1 | -5% | 3% | -3% | 6% | 0.3%
Cn1ncc(N=Cc2ccc([N+](=O)[O-])cc2)c1C(=O)Nc1ccccc1 | 8% | -5% | -9% | 5% | i
Cc1nn(Cc2ccc(Cl)cc2Cl)c(C)c1NC(=O)C1C2CCC(O2)C1C(=O)O (stereo not drawn) | -6% | -8% | 9% | -5% | i
Cc1ccc(NC(=O)CNC2CCS(=O)(=O)C2)cc1C (stereo not drawn) | . | . | 1% | . | 2.2%
Cc1nc(NC(=O)c2ccccc2)sc1-c1csc(N)n1 | 63% | -9% | 2% | -8% | 6.3%
COC(=O)C(C)NS(=O)(=O)c1ccc(NC(C)=O)cc1 (stereo not drawn) | -4% | -6% | -8% | -9% | 2.1%
O=C(C[n+]1cccc(Br)c1)c1ccc(-c2ccccc2)cc1 | 6% | . | 4% | 14% | i
O=C1C(Cl)=C(O)C2(Cl)C(Cl)=C(Cl)C12Cl (stereo not drawn) | . | . | -16% | . | i
COc1cccc(Nc2nc(NCCO)nc(N3CCCC3)n2)c1 | 4% | -10% | -3% | 2% | 1.1% | inhibitors of VEEV 10K pilot screen=3.4
Cc1csc(NC(=O)Nc2ccccc2[N+](=O)[O-])n1 | 8% | 0% | -16% | -10% | 8.6%
C/C(=N\NC(=O)c1ccc(-n2cnnn2)cc1)c1ccc(Cl)cc1 | -1% | 33% | -9% | . | 1.9%
COC(=NC1CCCCC1)C(O)c1c[nH]c2ccccc12 (stereo not drawn) | 0% | 15% | -9% | -7% | 1.8%
CCn1nc(C(=O)OCC(=O)Nc2ncc(Cl)c(C)c2Cl)c2ccccc2c1=O | -5% | -8% | -6% | 2% | 1.0%
O=C(CSc1nc2ccccc2[nH]1)c1ccccc1F | 10% | 14% | 7% | 2% | 0.8%
